# Rad51 HR inh: blocks human Rad51 in homologous recombination | hRad51 DNA strand exchange, fluorescence dequenching | inhibition, % at 10 µM | Q06609 | actives 0.085% (n = 200,000);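 active = inhibition above 40% at the single screening dose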;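 also: 0% = DMSO control wells and 100% = blanks with heterologous ssDNA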
#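 Material: human Rad51–ssDNA filaments; Probe or stimulus: labelled 47-mer dsDNA for strand exchange; Doses: single 10 µM dose; Incubation: 37 °C 15-min filament assembly, 30-min compound preincubation, 15-min exchange; Technique: FRET fluorescence dequenching, excitation 485 nm, emission 520 nm; Measure: Fluorescence-based percent inhibition, control- and blank-normalised; Benchmarks: plate control and blank wells.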
# KCC2 mod: modulates chloride dependent transport by human KCC2. actives 2.2% (n = 190,000). AID 1456. KCC2 cells, thallium flux FluoZin-2 fluorescence. B-score of Tl+ flux slope (higher = more flux/activation; lower = inhibition) at 10 µM. Q9H2X9;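 active = thallium flux slope and its plate-corrected score both differing from the plate sample mean at a set confidence after two filtering rounds, in either direction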;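 also: slope of fluorescence scaled to starting intensity during 10 to 20 s after thallium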
# Furin inh: blocks human furin protease activity; AID 463115; purified furin, fluorogenic substrate cleavage; inhibition, % at 30 µM; actives 0.061% (n = 220,000); in the data active = inhibition above about 25%; also: inactives centre near -15
# Target sequence (P09958 108-714 limits assumed): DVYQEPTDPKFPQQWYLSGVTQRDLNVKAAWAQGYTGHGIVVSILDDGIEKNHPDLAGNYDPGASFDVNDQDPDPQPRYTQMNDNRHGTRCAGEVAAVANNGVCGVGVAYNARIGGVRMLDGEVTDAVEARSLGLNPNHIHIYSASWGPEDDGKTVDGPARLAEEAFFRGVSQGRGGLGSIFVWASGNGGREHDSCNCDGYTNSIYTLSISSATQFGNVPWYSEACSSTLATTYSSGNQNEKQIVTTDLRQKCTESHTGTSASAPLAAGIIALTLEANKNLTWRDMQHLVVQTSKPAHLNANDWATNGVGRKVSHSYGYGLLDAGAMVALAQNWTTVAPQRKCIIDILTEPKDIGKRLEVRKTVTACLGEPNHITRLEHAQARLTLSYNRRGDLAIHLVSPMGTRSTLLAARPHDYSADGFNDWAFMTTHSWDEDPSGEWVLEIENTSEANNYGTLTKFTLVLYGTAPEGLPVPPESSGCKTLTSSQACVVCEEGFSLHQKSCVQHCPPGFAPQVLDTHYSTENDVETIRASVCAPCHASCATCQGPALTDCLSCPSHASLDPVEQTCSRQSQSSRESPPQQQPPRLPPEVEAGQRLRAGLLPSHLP
# PERK inh: human PERK inhibition, primary cell-based screen | AID 1416 | inhibition, % at 5.6 µM | CHO PERK-DD fusion, SEAP luminescence translation reporter | Q9NZJ5 | actives 0.17% (n = 220,000);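 active = inhibition above the mean inhibition of all tested compounds plus 3 SD, set separately per screening campaign, cut at about 2.9% in these data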;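 also: PERK kinase domain activated by AP20187 dimerizer at 100 nM; 0% = DMSO with dimerizer and 100% = rapamycin at 8.4 µM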
# Calpain2 inh: inhibitors of pig calpain II; inhibition, % at 16 µM; AID 1236; actives 0.37% (n = 220,000); purified calpain II, fluorogenic peptide substrate, 30 min;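 active = inhibition above about 50%, limit read from the data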
# KLK5 inh: inhibitors of human kallikrein 5. Q9Y337. recombinant hK5, fluorogenic AMC substrate cleavage. inhibition, % at 5 µM. actives 0.59% (n = 210,000). AID 873;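 active = inhibition of 40% or more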;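 also: 0% = enzyme controls without compound and 100% = no-enzyme blanks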
# Target sequence (Q9Y337 67-293 limits assumed): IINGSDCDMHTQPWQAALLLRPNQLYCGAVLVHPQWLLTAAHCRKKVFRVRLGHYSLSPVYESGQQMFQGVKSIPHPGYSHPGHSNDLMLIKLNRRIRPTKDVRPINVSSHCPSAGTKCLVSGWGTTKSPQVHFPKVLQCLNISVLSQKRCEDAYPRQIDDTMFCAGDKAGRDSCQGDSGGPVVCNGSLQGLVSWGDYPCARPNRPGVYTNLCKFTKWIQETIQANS
# FXIIa inh: inhibitors of human coagulation factor XIIa; P00748; purified FXIIa, Boc-QGR-AMC fluorogenic substrate, 2 h; inhibition, % at 5 µM; actives 0.3% (n = 220,000); AID 800; in the data active = inhibition above about 40%;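 also: 0% = enzyme with no compound and 100% = blank without enzyme; many of its hits are not listed in these tables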
# Thrombin inh: blocks human thrombin protease activity | P00734 | alpha-thrombin, Boc-VPR-AMC fluorogenic substrate cleavage | inhibition, % at 5 µM | actives 0.26% (n = 220,000);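 active = inhibition at or above 40%; inactive = inhibition below 40%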;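 also: 0% = enzyme with no compound and 100% = wells without enzyme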
#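 Test system: human alpha-thrombin protein / Dosing: one concentration per compound, 5 µM, with 0.2% DMSO / Medium: pH 7.5 Tris-saline with Tween 20 / Benchmarks: no-compound enzyme wells and no-enzyme blanks / Read-out basis: percent inhibition of thrombin substrate cleavage / Timing: reaction at room temperature / Measured by: fluorescence, ex 355 nm, em 460 nm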
# FXIa inh 1536: factor XIa (human) inhibition | purified FXIa, Boc-Glu-Ala-Arg-AMC fluorogenic substrate | P03951 | actives 0.14% (n = 220,000) | inhibition, % at 5 µM;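 active = inhibition of at least 40%; inactive = inhibition below 40%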;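 also: fluorescence of freed AMC excited at 355 nm; 0% = enzyme without compound and 100% = no enzyme blank; many of its hits are not listed in these tables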
# The depositor's hits bear a star; nt = no result given; [ ] = another dose, or the depositor's remark. An excerpt; rates above refer to the full screens.
SMILES,Rad51 HR inh,KCC2 mod,Furin inh,PERK inh,Calpain2 inh,KLK5 inh,FXIIa inh,Thrombin inh,FXIa inh 1536
CN1CC(C(=O)c2ccccc2)C(C(=O)c2ccccc2)C1 (stereo not given),6,-1.3,9[20 µM],-0.3,2,-8,29,4,6
CCOc1cc(CNC(C)C(O)c2ccccc2)cc(Cl)c1OCC (stereo not given),-6,1.6,-11,-1.4,8,-9,-7,-9,-6
Cc1cccc2c(CCN)c[nH]c12,-7,-0.13,-23,0.1,-18,-8,-6,-5,-5
CCN1CCN(c2cn[nH]c(=O)c2Cl)CC1,-7,0.28,-12,0.6,25,14,9,0,0
COC(=O)c1ccc(C(C(=O)NC2CCCCC2)N(CCN2CCOCC2)C(=O)Cc2cccs2)cc1 (stereo not given),0,1.1,-20,-0.2,36,-1,100*,-8,1
C=CCn1c(O)c(C(CC)=NCC2CCCO2)c(=O)[nH]c1=O (stereo not given),nt,0.052,-18,1.4,-17,3,7,-2,2
Cn1nc(N)c2c1N=P(N1CCOCC1)(N1CCOCC1)N=C2c1ccccc1,3,0.6,-12,0.6,-41,-26,15,4,2
C=CCn1c(O)c(C(C)=NCCN2CCCCC2)c(=O)[nH]c1=O,0,nt,-14[20 µM],1.4,-18,1,10,1,4
COC(=O)[C@@]1(C#N)[C@@H]2C=CC(C(C)=O)=CN2[C@@H](C(N)=O)[C@@H]1c1ccc(F)cc1,-43,-0.046,-15,1.0,-10,19,3,-7,3
COCCOC(=O)C1=C(C)OC(N)=C(C(=O)OC)C12C(=O)Nc1ccccc12 (stereo not given),-10,1.7,-12,0.1,-5,-1,8,-5,-6
Cc1nc2ccc(P(=O)(O)O)cc2s1,-19,nt,-21,0.1,-26,3,7,-2,-3
Cc1ccc(C2SCC(=O)Nc3c2c(=O)[nH]n3C2CCOC(C)(C)C2)cc1 (stereo not given),2,2.8,-25[20 µM],1.1,-17,-26,-1,-5,3
CC1CCN(C(=O)CCl)CC1,nt,0.47,-14,0.7,9,-11,9,0,6
Cc1cccc(OP(N)(=O)Oc2cccc(C)c2C)c1C,-6,-0.31,-18,0.3,-5,3,12,0,3
O=C1NC(=O)C(=Cc2ccsc2)C(=O)N1,26,nt,-8,0.3,-29,0,6,-5,-4
O=C(COc1ccc(S(=O)(=O)N2CCCCC2)cc1)N1CCN(Cc2ccccc2)CC1,-6,-0.12,-10[20 µM],0.2,16,8,12,-4,3
O=C(O)c1nonc1-c1nonc1C(=O)O,-4,0.02,-22[20 µM],-0.5,16,1,-4,-6,-9
Cn1c(C(=O)N2CCC(C(=O)N3CCC4(CC3)OCCO4)CC2)cc2sccc21,5,0.86,-18,1.2,-3,0,10,5,-2
CC(=O)N1CCN(c2ccc([N+](=O)[O-])cc2C=C2C(=O)NC(=O)NC2=O)CC1,-8,-0.36,-11,0.1,16,-4,-4,11,-8
Cc1oc(-c2ccccc2Cl)nc1CN1C(=O)CN=C(c2ccccc2)c2ccccc21,nt,-1.3,-9,-0.6,12,-9,10,3,2
CCN(CC)CCN=Cc1c(O)n(C2CCCCCC2)c(=O)[nH]c1=O,13,0.18,-22,-0.2,-25,0,1,-5,-5
Cc1cc(C=O)c(C)n1C(C)C,-1,0.023,-11,1.9,-10,5,11,-9,1
O=P1(Oc2ccccc2)CC=C[C@H](COCc2ccccc2)O1 (stereo not given in full),15,-0.67,-27,nt,3,-2,6,2,-2
Cc1ccc(C2=NN(CCC(=O)N3CCC4(CC3)OCCO4)C(=O)CC2)cc1,nt,0.037,-31,1.2,0,nt,6,-4,-2
C=CC[N+]1(C)C2CCC1CC(O)C2 (stereo not given),-24,-0.48,-16,2.3,-19,nt,13,0,2

# As a working copy, part of the list above:
SMILES,Rad51 HR inh,KCC2 mod,Furin inh,PERK inh,Calpain2 inh,KLK5 inh,FXIIa inh,Thrombin inh,FXIa inh 1536
CC(=O)N1CCN(c2ccc([N+](=O)[O-])cc2C=C2C(=O)NC(=O)NC2=O)CC1,-8,-0.36,-11,0.1,16,-4,-4,11,-8
Cc1oc(-c2ccccc2Cl)nc1CN1C(=O)CN=C(c2ccccc2)c2ccccc21,nt,-1.3,-9,-0.6,12,-9,10,3,2
CCN(CC)CCN=Cc1c(O)n(C2CCCCCC2)c(=O)[nH]c1=O,13,0.18,-22,-0.2,-25,0,1,-5,-5
Cc1cc(C=O)c(C)n1C(C)C,-1,0.023,-11,1.9,-10,5,11,-9,1
O=P1(Oc2ccccc2)CC=C[C@H](COCc2ccccc2)O1 (stereo not given in full),15,-0.67,-27,nt,3,-2,6,2,-2
Cc1ccc(C2=NN(CCC(=O)N3CCC4(CC3)OCCO4)C(=O)CC2)cc1,nt,0.037,-31,1.2,0,nt,6,-4,-2
C=CC[N+]1(C)C2CCC1CC(O)C2 (stereo not given),-24,-0.48,-16,2.3,-19,nt,13,0,2

# (continued)
SMILES,Rad51 HR inh,KCC2 mod,Furin inh,PERK inh,Calpain2 inh,KLK5 inh,FXIIa inh,Thrombin inh,FXIa inh 1536
CCC(=O)c1ccc(OC(=O)N(C)c2ccccc2)cc1,-1,-0.18,-18,0.1,-29,9,7,1,0
Cc1c(N=Cc2c(O)n(CCc3ccccc3)c(=O)[nH]c2=O)c(=O)n(-c2ccccc2)n1C,-5,0.12,-14[20 µM],0.1,9,7,17,2,9
COc1ccccc1CCNC1CCC(C(C)(C)C)CC1 (stereo not given),-3,-0.04,-12[20 µM],-0.9,0,-1,13,-2,5
Cc1ccc(N=C(N(C)C)P(=O)(N(C)C)N(C)C)cc1,-3,0.07,-7,0.4,-9,3,8,nt,6
CCOP(=O)(OCC)c1cccc(OP(=O)(c2cccc([N+](=O)[O-])c2)c2cccc([N+](=O)[O-])c2)c1,-2,0.16,-19,1.2,-16,2,8,0,2
COc1ccccc1CC1/C(=N/O)C2CCN1CC2 (stereo not given),-16,nt,-2,0.0,1,-1,3,2,1
C=CCN1C(=O)C2(C(C(=O)OCC)=C(N)Oc3c2c(=O)oc2ccccc32)c2ccccc21 (stereo not given),3,-0.36,-17[20 µM],0.0,-29,-4,11,2,5
CCCCn1c(O)c(C(C)=NCc2cccnc2)c(=O)[nH]c1=O,nt,-0.31,-23,1.0,-16,-3,3,-8,-1
FC(F)(F)c1ccc2c(c1)N(CCCN1CCN(CCCl)CC1)c1ccccc1S2,-13,-3.7,-23[20 µM],-2.0,-31,-3,11,-5,3
COc1ccc(CCN(C)Cc2ccncc2)cc1OC,3,-0.37,-30[20 µM],0.6,-1,0,12,-9,10
O=C(O)[C@@H]1C[C@H]1[C@@H](NP(=O)(c1ccccc1)c1ccccc1)c1ccccc1,-2,0.55,-20,0.7,-11,-5,11,1,0
Cc1ccccc1CN1CCNCC1,-2,1,-1,0.3,-1,2,5,-6,-4
CC(C)OC12Oc3ccccc3C=C1N1CCC2CC1 (stereo not given),-2,nt,-17,0.2,19,-9,14,4,2
O=[N+]([O-])/C=C1/NCCN1Cc1ccc(Cl)nc1,nt,nt,-17,2.0,-9,nt,13,1,2
COC(=O)C(O)(c1ccc(NC(=S)NC(=O)c2ccccc2)cc1)C(F)(F)F (stereo not given),nt,nt,-17[20 µM],0.4,12,-1,16,3,3
c1cncc(CNC2=NCCCCC2)c1,-2,2.2,-8[20 µM],0.9,-4,3,6,0,-2
Cc1cccc(NC(=O)N2CCCC2)c1,-4,0.83,-28,1.8,-16,-1,4,-4,-3
c1ccc(C2NCCc3[nH]cnc32)cc1 (stereo not given),3,nt,-24,0.1,-22,-3,7,-4,-3
N=C1c2ccccc2CN1NC(=O)c1ccc(Cl)cc1,-2,nt,-17[20 µM],-0.1,27,1,18,3,10
Nc1c(C(=O)OCc2ccccc2)c2nc3ccccc3nc2n1Cc1cccs1,4,-0.22,-20[20 µM],-1.5,-129,-12,10,-1,1
c1csc(CN2CCNCC2)c1,-2,0.22,-25,0.5,-14,-6,6,-21,-13
COc1ccc(OCC(=O)N2CCN(C(C)C)CC2)cc1,-4,0.22,-28[20 µM],0.6,-14,-7,15,2,8
O=c1[nH]c(=O)n(Cc2ccco2)c(O)c1C=NC1CCN(Cc2ccccc2)CC1,-3,0.18,-20,-0.7,-6,-1,6,-4,-1
COc1cc(OC)c2c(c1)OCC1CON(C)C21 (stereo not given),nt,0.0053,-8,-0.1,22,4,6,-3,2
CCCCn1c(O)c(C(C)=NCC2CCCO2)c(=O)[nH]c1=O (stereo not given),-2,0.22,-11[20 µM],-1.1,-32,-20,-4,-9,-6

# (more compounds)
SMILES,Rad51 HR inh,KCC2 mod,Furin inh,PERK inh,Calpain2 inh,KLK5 inh,FXIIa inh,Thrombin inh,FXIa inh 1536
CN(Cc1ccccc1)C(=C(Cl)Cl)/C(=C1/NCCN1Cc1ccc(Cl)nc1)[N+](=O)[O-],-4,0.26,-12[20 µM],-0.9,12,-3,10,4,1
COc1ccccc1N1CCN(Cc2ccc(Br)s2)CC1,-5,-0.52,-21,-0.3,4,3,7,-8,3
Cc1ccsc1C(=O)C1CCCN(Cc2ccccc2O)C1 (stereo not given),1,-1.3,-10,-1.2,-14,-30,-1,1,-6
Cc1cc(=O)[nH]c(CCl)n1,-15,0.66,-11,1.1,-2,-8,-2,-2,-5
O=c1[nH]c(=O)n(-c2ccc(Br)cc2)c(O)c1C=NCCN1CCCCC1,nt,1.7,-8,1.5,-7,-3,5,-11,-3
COC(=O)C1C2c3ccccc3OC1(C)N=c1s/c(=C/c3cnn(C)c3C)c(=O)n12 (stereo not given),6,0.18,-5[20 µM],-0.4,-27,6,9,1,6
Cc1c2cnn(CC(=O)N3CCC4(CC3)OCCO4)c(=O)c2c(C)n1Cc1ccccc1,-1,-0.17,-13,-0.1,-41,6,4,2,2
O=C(Cc1cc(=O)[nH]c(=O)[nH]1)N1CCN(CCO)CC1,5,-0.1,-35,1.9,-1,0,11,-2,1
CCCCCCCn1c(=O)c(C(=O)Nc2cnccn2)c(O)c2ccccc21,nt,0.1,-16,0.8,-86,-3,4,-10,-5
CCC(=O)N1CC(=O)Nc2ccc(Cl)cc2C1c1ccc(F)cc1 (stereo not given),-2,-0.16,-21,-0.1,0,4,22,1,9
O=c1[nH]c(=S)n(CCC2=CCCCC2)c(O)c1C=NC1CCN(Cc2ccccc2)CC1,-6,0.027,-7,0.8,-4,-7,1,0,5
O=C(C1CCN(S(=O)(=O)N2CCOCC2)CC1)N1CCC2(CC1)OCCO2,-8,0.97,-28,0.4,9,-1,-2,-3,-4
CCCC(=O)NC(Oc1ccccc1Cl)C(Cl)(Cl)Cl (stereo not given),4,-1.9,-7[20 µM],0.7,-23,-23,17,3,3
FCCN(CCF)c1cccc(Cl)c1,0,0.05,-18,1.5,-2,3,6,-1,2
COc1ccc(CC2c3cc(OC)c(OC)cc3CCN2C)cc1OC (stereo not given),11,-0.71,-28,-0.6,20,-25,8,2,-2
CC(C)CCNC(=O)c1c(N)n(Cc2ccc3c(c2)OCO3)c2nc3ccccc3nc12,-16,nt,-17[20 µM],-0.4,-178,-23,8,5,9
Fc1ccccc1N1CCN(Cc2ccc3c(c2)OCO3)CC1,-2,-0.14,-24,1.1,19,4,1,-1,-1
CCCC(CCC)C(=O)OC[N+](C)(C)CCOC(=O)C(O)(c1ccccc1)C1CCCC1 (stereo not given),-10,nt,1,-0.7,20,3,11,-12,7
COc1ccc(CCn2c(O)c(C=NCc3cccnc3)c(=O)[nH]c2=O)cc1OC,-4,0.63,-19[20 µM],0.9,-10,6,-6,-7,12
Fc1ccc(CNCCc2ccccc2)cc1,5,-0.34,-23,-0.1,8,-6,2,-18,-11

# Compound activity deposited in PubChem BioAssay by several laboratories.
